KDM5B inhibitor: Primary screen for KDM5B Histone Demethylases FDH-coupled qHTS. Lysine-specific demethylase 5B (Homo sapiens), Q9UGL1. KDM5B demethylase, FDH-coupled NADH fluorescence (FDH is formaldehyde dehydrogenase). Potency, µM (series often up to 57.7 µM), for inactives: at the top dose activity change, negative = inhibition, usual class: inhibitors. 220,000 compounds, 2.6% hits; active means well fitted inhibition curve with a large enough effect; inconclusive means small, poorly fitted or top-dose-only effect; inactive means no such curve, though single readings can be large or run the other way; further: 0% is about no effect; nearly all actives have a fitted effect of over 70% in size
Target sequence (Q9UGL1 whole entry, looked up): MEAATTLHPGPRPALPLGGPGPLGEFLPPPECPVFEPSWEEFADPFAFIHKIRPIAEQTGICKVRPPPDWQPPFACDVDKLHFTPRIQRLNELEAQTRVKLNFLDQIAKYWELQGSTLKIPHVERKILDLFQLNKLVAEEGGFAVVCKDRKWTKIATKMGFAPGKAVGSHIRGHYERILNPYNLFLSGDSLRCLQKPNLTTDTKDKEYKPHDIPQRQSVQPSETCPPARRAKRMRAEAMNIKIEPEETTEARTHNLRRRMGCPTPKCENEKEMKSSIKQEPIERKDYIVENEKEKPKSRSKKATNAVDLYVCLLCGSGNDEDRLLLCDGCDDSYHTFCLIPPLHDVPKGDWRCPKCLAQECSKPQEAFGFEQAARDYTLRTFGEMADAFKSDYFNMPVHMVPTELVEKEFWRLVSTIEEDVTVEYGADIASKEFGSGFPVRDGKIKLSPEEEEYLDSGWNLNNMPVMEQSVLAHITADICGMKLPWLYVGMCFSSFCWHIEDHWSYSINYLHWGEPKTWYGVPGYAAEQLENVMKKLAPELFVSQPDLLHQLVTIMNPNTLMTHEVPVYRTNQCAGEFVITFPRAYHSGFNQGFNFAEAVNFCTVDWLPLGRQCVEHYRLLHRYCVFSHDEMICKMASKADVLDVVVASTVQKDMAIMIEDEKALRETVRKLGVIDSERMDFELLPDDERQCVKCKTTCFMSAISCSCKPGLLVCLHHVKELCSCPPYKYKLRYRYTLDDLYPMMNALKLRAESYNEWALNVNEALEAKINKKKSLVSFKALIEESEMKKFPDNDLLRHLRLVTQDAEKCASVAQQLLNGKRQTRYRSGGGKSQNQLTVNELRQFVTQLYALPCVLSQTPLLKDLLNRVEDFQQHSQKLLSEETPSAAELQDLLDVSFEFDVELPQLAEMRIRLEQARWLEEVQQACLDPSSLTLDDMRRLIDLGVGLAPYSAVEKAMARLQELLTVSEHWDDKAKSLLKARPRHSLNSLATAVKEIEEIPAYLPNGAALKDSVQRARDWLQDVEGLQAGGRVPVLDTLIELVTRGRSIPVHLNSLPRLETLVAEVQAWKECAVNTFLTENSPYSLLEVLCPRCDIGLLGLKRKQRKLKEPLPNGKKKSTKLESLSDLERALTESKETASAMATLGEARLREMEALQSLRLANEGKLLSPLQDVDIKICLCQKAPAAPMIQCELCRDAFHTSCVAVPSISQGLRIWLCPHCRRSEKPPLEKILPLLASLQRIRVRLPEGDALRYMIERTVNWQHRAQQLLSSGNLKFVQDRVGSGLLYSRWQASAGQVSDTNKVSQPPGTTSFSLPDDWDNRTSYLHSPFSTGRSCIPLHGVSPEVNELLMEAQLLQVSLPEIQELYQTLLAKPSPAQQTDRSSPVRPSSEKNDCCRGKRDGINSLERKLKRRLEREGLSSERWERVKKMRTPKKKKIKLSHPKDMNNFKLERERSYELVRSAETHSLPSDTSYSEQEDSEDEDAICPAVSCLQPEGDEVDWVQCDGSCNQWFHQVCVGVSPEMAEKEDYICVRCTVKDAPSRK
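Inhibition is measured as reduced NADH fluorescence generation from FDH coupling to formaldehyde release. Truncated KDM5BΔAP at 200 nM final acts on H3K4me3 peptide (12.5 µM in substrate mix) in pH 7.5 HEPES buffer with Tween-20, 30 min, room temperature.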
* hit, by the source's call; i = inactive; ? = inconclusive; [ ] = another dose, or the depositor's remark. Potency means the concentration at half of the fitted maximal effect. The list is partial; rates above refer to the full screens.

SMILES | KDM5B inhibitor
COc1cccc(CN2CCCOCCNC(=O)CC2)c1 | -18%
O=C(O)Cn1ccc2cc(OCCc3cccc(-c4ccc(F)cc4)c3)cnc21 | 40µM*
O=C(c1nc(-c2ccc(Cl)cc2Cl)c2ccccn12)N1CCCC1 | ?
Cc1ccc(F)c(NC(=O)[C@@H]2COCC(=O)N2Cc2ccc(F)cc2)c1 | 40µM*
COc1ccc(CNS(=O)(=O)c2cc3c(cc2Cl)N(C(C)=O)CCO3)cc1 | 14%
Cn1c(=O)c2c(nc(SCC(=O)Nc3ccccc3)n2CCCc2ccccc2)n(C)c1=O | 13%
O=C(NCc1ccccc1Cl)c1ccc(NC(=O)N2CCSc3ncccc32)cc1 | ?
Cc1cc(OCC(=O)Nc2ncn[nH]2)c(C)c(C)c1Br | -4%
COc1ccc(CN(C)C(=O)Cn2nnnc2CN2CCOCC2)c2cccnc12 | 22µM*
O=C(O)c1ccnc(-c2ccnc(NCCc3noc(C4CCC4)n3)n2)c1 | 28µM*
CCOc1cc(C2c3c(-c4ccc(Br)cc4)n[nH]c3C(=O)N2c2ccc(Cl)cc2)ccc1O (stereo not drawn) | -16%
Cn1c(CCC(=O)NCc2ccon2)nc2cc(S(=O)(=O)N3CCCC3)ccc21 | -4%
O=C(c1ccc(Cl)cc1)N1CCC2(CC1)CC(c1ccccc1)=NO2 | 25%[115 µM]
COC1CCC12CCN(C(=O)C1CCOCC1)CC2 (stereo not drawn) | 11%
Cc1ccc(S(=O)(=O)Oc2c(C)occc2=O)cc1 | 20%
O=C(c1ccc2c(c1)OCCO2)N1CCN(Cc2c(F)cccc2Cl)CC1 | -2%
CCCSCCCNC(=O)CN1C(=O)COc2ccc(S(=O)(=O)N3CCCC3)cc21 | 14%
Fc1cccc(CNCCN2CCCC2)c1 | -18%
NC(=O)NC(CC(=O)NNC(=O)c1ccccn1)c1ccccc1Cl (stereo not drawn) | ?
CC(=O)Nc1ccc(NC(=O)c2cc(-c3cccs3)nc3ccccc23)cc1 | ?
CCc1[nH]nc(C(=O)N2CC[C@H](N3CCOCC3)[C@H](CCC(=O)O)C2)c1C | 11%
OCC1(CN2CCCC2)CCN(Cc2cccc(Cn3cccn3)c2)CC1 | 13%
O=C(NCCCN1CCN(c2ccccc2)CC1)c1ccc2nc(Cc3ccccc3)oc2c1 | 18%
O=C(C[C@@H]1CCNC[C@@H]1Cc1cc(-c2ccccc2)on1)N1CCCCC1 | -17%[86.2 µM]
c1ccc(C2=Nn3c(Cn4nnc5ccccc54)nnc3SC2)cc1 | -1%
CN(C)CCCNc1nc(-c2ccccc2)nc2ccccc12 | -19%
Cc1cccc(Cn2c(CN3CCC(C(=O)NC(C)C)CC3)cc3ccccc32)c1 | -14%
CC(C)(C)C(=O)COc1cccc(S(C)(=O)=O)c1 | -4%
COc1cccc(CN2CC[C@@](C)(O)[C@H](N3CCCC3)C2)c1 | ?
COc1ccc(NC(=O)c2nnc(COCC(=O)NC3CCCCC3)s2)cc1 | 23%
CCCc1ccc(C(Nc2ccc3nnnn3n2)c2cccs2)cc1 (stereo not drawn) | -6%
CCCN1C(=S)SC(C)(C)C1/[N+]([O-])=C/c1ccc(S(=O)(=O)NC)cc1 (stereo not drawn) | 20%
CC(C)n1nc(C(=O)Nc2nc3c(s2)CN(C)CC3)c2ccccc2c1=O | -15%
O=S(=O)(NCCCn1ccc2ccccc21)c1ccccc1F | -15%
CC1CC(C)CN(C(=O)Cn2nnc(-c3ccc(Br)cc3)n2)C1 (stereo not drawn) | 8%
Cc1cccc(C(=O)NC2(C(F)(F)F)C(=O)Nc3c2c(=O)[nH]c(=O)n3Cc2cccnc2)c1 (stereo not drawn) | 22%
CCS(=O)(=O)N1CCCN(Cc2ccncc2)C(c2ccccc2)CC(=O)NCC1 (stereo not drawn) | -2%
O=C(Nc1cnc(N2CCN(c3ccccc3)CC2)c(C(=O)O)c1)c1cccs1 | ?
Cc1ccc(OCC(=O)NNC(=O)Nc2ccc(Cl)cc2)c(Br)c1 | 24%
O=C(Cn1ccn2nc(-c3ccc(F)cc3)c(CO)c2c1=O)NC1CCCC1 | -17%
CCCn1c(Cn2ccnc2C)nc2cc(NC(=O)c3ccccc3)ccc21 | 10%
Cc1cc(Cl)ccc1NC(=O)C(=O)NCc1ccco1 | ?
Cc1cccc(C(=O)NC(=O)Nc2ccc(-n3nc(C(F)(F)F)cc3C(F)(F)F)cc2)c1 | 17%
Cc1c(C(=O)Nc2ccccc2Br)oc2ccc(S(=O)(=O)N3CCCCC3)cc12 | ?
COc1cccc(C2CC(=O)Nc3nc(N)sc32)c1OCc1ccc(F)cc1 (stereo not drawn) | ?
CCCCn1nc(C(=O)Nc2ccc3c(c2)CCC3)c2ccccc2c1=O | 17%
O=C(NCCc1ccccc1)C(=O)NCC(c1cccnc1)N1CCN(c2ccc(F)cc2)CC1 (stereo not drawn) | ?
Cc1ccc(-c2noc(-c3ccc(NCc4cccnc4)c([N+](=O)[O-])c3)n2)cc1 | -20%
Cc1cccc(CN2CCN(S(=O)(=O)c3cn(C)nc3C)CC2)c1 | 15%
Cc1ccc2nc(CSc3nnc(NC(=O)COc4ccccc4F)s3)cc(=O)n2c1 | -6%
CCCCOc1ccc(NC(=O)COc2ccccc2OC)c2cccnc12 | ?
CN(C)C(=O)c1nc(C(C)(C)C)c2cnccn12 | 89µM*
COc1ccc(NC(=O)C2CCC(CNc3c(N4CCOCC4)c(=O)c3=O)CC2)cc1Cl (stereo not drawn) | -14%
Cc1ccc(COC(=O)c2ccccc2C(=O)c2ccc(Cl)cc2)cc1 | 13%
COc1ccc(C(=O)/C=C/c2ccccc2Cl)cc1CSCC(=O)O | -15%
CCCN(CC1CCOC1)S(=O)(=O)c1cccs1 (stereo not drawn) | -17%
O=C1NCc2ccccc2CC12CCCCN2CC1CCCC1 (stereo not drawn) | 23%[149 µM]
CCOc1ccccc1CN1CCNC(=O)C1CC(=O)NC1CCCCCCC1 (stereo not drawn) | -10%
CCC(C)NC(=O)C(NC(=O)c1ccc(C)cc1)C1CCN(C(=O)C(C)C)CC1 (stereo not drawn) | 10%
CCOCCCNC(=S)NC(c1ccccc1)c1ccccc1 | 16%

Entries above that contain an aryl thioether with sulfur outside any ring:
SMILES | KDM5B inhibitor
Cn1c(=O)c2c(nc(SCC(=O)Nc3ccccc3)n2CCCc2ccccc2)n(C)c1=O | 13%
Cc1ccc2nc(CSc3nnc(NC(=O)COc4ccccc4F)s3)cc(=O)n2c1 | -6%

The results go on:
SMILES | KDM5B inhibitor
CN1CCC([C@@H]2CN(C(=O)c3ccccc3Cl)C[C@H]2C(N)=O)CC1 | -15%
Cc1ccc(Nc2nc(C(=O)N3CCC(C(=O)N(C)Cc4ccccc4)CC3)cs2)cc1 | 5%
COc1ccc(Cl)cc1NC(=O)c1cc(C)nn1-c1ccccc1 | -19%
Cc1nc(CCNS(=O)(=O)c2cccc(C(F)(F)F)c2)no1 | -12%
CCc1cc(=O)n(CC(=O)Nc2ccc(OC)cc2)c(-c2ccccc2)n1 | -6%
O=C(COC(=O)c1ccc2ccccc2n1)Nc1cccc(Oc2ccccc2)c1 | -26%
O=C(COc1ccccc1)N[C@H]1CO[C@H]2[C@@H]1OC[C@@H]2Nc1nccc(-c2ccco2)n1 | ?
CCOc1ccc(CN2C(=O)c3ccccc3Sc3ccc(C(=O)NCc4ccc5c(c4)OCO5)cc32)cc1 | ?
CC(C)=CCC1(CO)CCCN(C(=O)CN2CCCC2=O)C1 (stereo not drawn) | 3%
CCN1C(=O)c2ccccc2Sc2ccc(C(=O)NCCCN(CC(C)C)CC(C)C)cc21 | -13%
COc1ccccc1-c1noc(-c2ccc(NC3CCCC3)c([N+](=O)[O-])c2)n1 | 1%
Cc1cn2nc(C(=O)NCC(C)C)cc2c(N2CCCC2)n1 | 28µM*
Cc1noc(-c2cn(C3CCN(C(=O)c4cccc(Cl)c4)CC3)nn2)n1 | 8%
CCOc1ccc(C(=O)Nc2ccc3oc(-c4ccccc4C)nc3c2)cc1 | 43%[activator]
Cc1cc(SCC(=O)c2ccc3c(c2)OCCO3)nc2ccccc12 | 10%
N#Cc1ccc(NC(=O)CCC(=O)c2ccc3c(c2)CCC3)cc1 | -11%
O=C(Nc1ccc(OCc2ccccc2)cc1)c1ccc[n+]([O-])c1 | -9%
O=C(Nc1ccccc1Cl)C1CCN(c2nc3ccccc3[nH]2)CC1 | -11%
COc1cc(Br)c(C2CC(=O)Nc3cc(OC)c(OC)c(OC)c32)cc1OC (stereo not drawn) | -9%
COc1ccc(Cc2nnc(SCC(=O)Nc3ccc(Br)c(C)c3C)n2C)cc1 | 20%
COc1cccc(N2CCN(C(=O)CCS(=O)(=O)c3ccc4c(c3)oc(=O)n4C)CC2)c1 | -8%[11.5 µM]
CN(C(=O)CN1C(=O)NC(c2ccc(Cl)cc2)C2=C1COC2=O)c1ccccc1 (stereo not drawn) | 4%
O=C1NCCCCCCN(C(=O)Cc2cccc(F)c2)[C@H]2CCCC[C@@H]12 | -14%
CC1CCN(c2oc(/C=C/c3ccc(F)cc3)nc2C#N)CC1 | -152%
CCOCCc1nn2c(=O)cc(COC(=O)c3ccc(NC(=O)c4cccs4)cc3)nc2s1 | -5%
Cc1ccc(Cl)cc1N1CCN(C(=O)C2CCN(S(=O)(=O)c3cn(C)cn3)CC2)CC1 | -11%
Cc1noc(-c2cn(C3CCN(C(=O)c4cccc(C(F)(F)F)c4)CC3)nn2)n1 | -27%
Cc1nn(-c2ccc(F)cc2)c(-n2cccc2)c1C(=O)NCCN1CCCCC1C (stereo not drawn) | 5%
CCOC(=O)Cc1ccc(NC(=O)N2CCSc3ccccc32)cc1 | -34%
CCCN[C@H]1CS(=O)(=O)C[C@@H]1S(=O)(=O)c1ccccc1 | -11%
O=C(NCCNc1ccc2ccccc2n1)Nc1cccc2ccccc12 | ?
O=S(=O)(NC1CCSc2c(F)cccc21)c1cccc(Cl)c1 (stereo not drawn) | 8%
COc1ccc(-c2csc3ncnc(Nc4cccc(F)c4)c23)cc1 | -19%
O=C(NCCCN1CCCC1)c1ccc2c(c1)N(S(=O)(=O)c1ccccc1F)CC2 | -27%
CCOC(=O)NC(CNC(=O)c1cc(C)ccc1C)CC(C)C (stereo not drawn) | -8%
Cc1cccc(CNC(=O)c2cc3c(N4CCCC4)nc(C)cn3n2)c1 | i
NC(=O)c1ccccc1N=Cc1ccc(O)cc1 | ?
O=Cc1cc(Cl)c(O)c(Cl)c1 | 9%
CC(C)c1ccc(N2C(=O)CC(NNC(=O)c3ccccc3Cl)C2=O)cc1 (stereo not drawn) | 16%
O=C(c1cccc(F)c1)N1CCC2(CCCCO2)CC1 | 5%

5 compounds picked at random from the list so far:
SMILES | KDM5B inhibitor
Cc1ccc(COC(=O)c2ccccc2C(=O)c2ccc(Cl)cc2)cc1 | 13%
O=C(c1ccc(Cl)cc1)N1CCC2(CC1)CC(c1ccccc1)=NO2 | 25%[115 µM]
OCC1(CN2CCCC2)CCN(Cc2cccc(Cn3cccn3)c2)CC1 | 13%
COc1cccc(N2CCN(C(=O)CCS(=O)(=O)c3ccc4c(c3)oc(=O)n4C)CC2)c1 | -8%[11.5 µM]
O=C(Nc1ccccc1Cl)C1CCN(c2nc3ccccc3[nH]2)CC1 | -11%

Following part.
SMILES | KDM5B inhibitor
Cc1cc(C)c(NC(=O)CN(C)C(=O)c2cc3cc(C)ccc3nc2C)c(C)c1 | 4%
CSc1ccc(/C=C2/N=C(c3cccc4ccccc34)OC2=O)cc1 | 18%
Cc1cc(OCc2nnc(SC(=O)C3CC3)n2C)cc(C)c1Cl | -3%
Cc1cccc(/C=C/C(=O)c2cc3cc(Cl)ccc3oc2=O)c1 | 5%
O=S(=O)(Nc1cccc2c1CCCC2)c1cc(F)ccc1F | 1%
COc1ccc(C(NC(=O)CNc2ccccc2C(=O)NC2CC2)C2CC2)cc1 (stereo not drawn) | i
N=C(N)c1ccnc(Sc2nc3ccccc3[nH]2)c1 | 6%
O=C1Nc2cc(Cl)ccc2C(=O)N2CCN(C(=O)c3ccccc3)C[C@H]12 | ?
COc1ccccc1C(=O)Nc1nc2n(n1)C(c1ccc(F)cc1)C=C(c1ccc(Cl)cc1)N2 (stereo not drawn) | ?
Cc1cccc(NC(=O)COC(=O)c2n[nH]c(=O)c3ccccc23)c1 | -7%
O=C(NCCc1ccccn1)C1CN(S(=O)(=O)c2cccnc2)CC12CCCCC2 (stereo not drawn) | -2%
COc1cc(OC)cc(C(=O)NCC(=O)N2CCN(S(=O)(=O)c3ccc4ccccc4c3)CC2)c1 | -11%
COc1cc(NC(=O)Cn2ccn3nc(-c4ccc(F)cc4)c(CO)c3c2=O)cc(OC)c1OC | -18%
O=C1Nc2ccccc2OCC12CCN([S+](=O)([O-])c1cccs1)CC2 | -23%
CCC1CCc2c(sc(NC(=O)COCC(=O)O)c2C(=O)Nc2ccccc2C)C1 (stereo not drawn) | -15%
Cc1ccc(CNC(C)c2ccccc2)s1 (stereo not drawn) | ?
Cc1ccc(CN(C(=O)COc2ccc(F)cc2)C2CCS(=O)(=O)C2)o1 (stereo not drawn) | -26%
COc1ccccc1CNC(=O)C1CCN(S(=O)(=O)c2cccc3nonc23)CC1 | 7%
Cc1cc(=O)oc2cc(OCC(=O)Oc3ccc4ccccc4c3)ccc12 | ?
N#C/C(=C/c1ccccc1)C(=O)OCC(=O)N1CCc2ccccc2C1 | ?
Cc1cc(C[C@@H]2COC[C@@H]2NC(=O)c2ccc(N3CC(=O)NC3=O)cc2)on1 | 3%
CCOC(=O)c1nc2ccccc2nc1NCc1ccc2c(c1)OCO2 | -1%
